Screening results as filed in PubChem BioAssay.
IDH1 R132H inh: inhibitors of IDH1 R132H reductase, primary screen, biochemical, plate reader, single point | AID 624101, 2012 | inhibition, % at 10 µM | diaphorase/resazurin fluorescence, 60 min | 70,000 compounds, 0.18% hits | Isocitrate dehydrogenase [NADP] cytoplasmic (Homo sapiens), O75874; in the data active means inhibition above about 34%;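 further: 0% = DMSO and 100% = no enzyme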
Target sequence (O75874 whole entry R132H): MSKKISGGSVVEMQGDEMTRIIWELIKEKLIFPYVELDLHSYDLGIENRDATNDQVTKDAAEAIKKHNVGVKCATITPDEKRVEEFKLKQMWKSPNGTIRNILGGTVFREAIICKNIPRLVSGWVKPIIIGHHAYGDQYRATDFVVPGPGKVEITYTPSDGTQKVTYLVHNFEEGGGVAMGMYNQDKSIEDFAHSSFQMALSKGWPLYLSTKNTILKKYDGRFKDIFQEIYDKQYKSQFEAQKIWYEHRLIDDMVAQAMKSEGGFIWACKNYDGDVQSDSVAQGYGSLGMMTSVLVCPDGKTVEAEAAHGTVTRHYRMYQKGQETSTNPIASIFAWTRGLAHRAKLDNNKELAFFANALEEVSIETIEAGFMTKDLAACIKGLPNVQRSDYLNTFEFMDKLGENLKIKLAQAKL
EZH2 inh: EZH2/PRC2 methyltransferase inhibitors, primary screen, biochemical, DELFIA time-resolved fluorescence, single point | PRC2 H3K27 methylation, DELFIA TRF, 1 h | inhibition, % at 12.5 µM | 57,000 compounds, 0.35% hits | AID 651548, 2012 | Histone-lysine N-methyltransferase EZH2 (Homo sapiens), Q15910;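 active means mean inhibition of replicates at least 50% and every single replicate also reaching 50%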;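 further: dimethyl H3K27 on biotinylated H3 21-44 peptide detected by antibody; plate controls were median neutral control wells for no effect and median positive control wells for full effect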
* marks the source's active call; other numbers are inactive results; / = not tested or not shown.

SMILES	IDH1 R132H inh	EZH2 inh
O=C(NCCO)c1nc(NCCO)c2ccccc2n1	0.6	9.9
CO[C@H]1CN(C)C(=O)c2ccc(NS(C)(=O)=O)cc2OC[C@@H](C)N(S(C)(=O)=O)C[C@@H]1C	-0.2	-1.7
COc1cccc(NC(=O)N[C@@H]2CC[C@H](CC(=O)N3CCN(C)CC3)O[C@@H]2CO)c1	0.2	-9.2
C[C@@H](NC(=O)C[C@H]1CC[C@@H](NC(=O)C2CCC2)[C@@H](CO)O1)c1ccccc1	0.8	-16.4
CC(C(=O)Nc1ccc(I)cc1)N(c1ccc(Cl)cc1)S(C)(=O)=O (stereo not given)	0.2	13.9
COc1cc2c(c(OC)c1)C(=O)OC(C)C2 (stereo not given)	8.3	2.1
O=C(CCCCCCC(=O)Nc1ccccc1O)N=NC=C1C=CN(O)C=C1	-0.7	22.4
COc1cccc(C(=O)Nc2ccc3c(c2)C(=O)N(C)C[C@H](OC)[C@@H](C)CN(CC2CC2)[C@H](C)CO3)c1	0.1	-0.7
C[C@@H]1CCCCO[C@H](CN(C)C(=O)C2CCCCC2)[C@@H](C)CN([C@H](C)CO)C(=O)c2cc(NC(=O)NC3CCCCC3)ccc2O1	1.2	/
Cc1ccccc1CN(C)C[C@H]1OCc2cn(nn2)CCCC(=O)N([C@@H](C)CO)C[C@H]1C	1.3	6.8
CCCC(=O)Nc1ccc2c(c1)C(=O)N(C)C[C@@H](OC)[C@@H](C)CN(C(=O)CN(C)C)[C@H](C)CO2	-0.2	-1.1
C[C@H]1CN([C@@H](C)CO)S(=O)(=O)c2ccc(C#Cc3ccncc3)cc2O[C@H]1CN(C)S(=O)(=O)c1ccccc1	0.9	/
COc1ccc(S(=O)(=O)Nc2cccc3c2O[C@@H](CN(C)Cc2ccc(C(=O)Nc4ccccc4N)cc2)[C@H](C)CN([C@@H](C)CO)C3=O)cc1	0.5	-15.4
COCCNC(=O)C[C@H]1C[C@@H]2c3cc(NC(=O)COC)ccc3O[C@@H]2[C@H](CO)O1	-1.0	9.3
COc1ccc(C(=O)NCC(=O)Nc2ccccc2C(F)(F)F)cc1OC	0.0	4.6
COc1ccc(S(=O)(=O)N(C)C[C@H]2OCc3cn(nn3)CCCC(=O)N([C@@H](C)CO)C[C@H]2C)cc1	/	10.0
O=C(NCC[C@H]1CC[C@H](NS(=O)(=O)c2ccc(F)cc2)[C@H](CO)O1)c1ccc2c(c1)OCO2	-0.1	-8.1
CNC[C@H]1Oc2ncc(C#Cc3cccc(OC)c3)cc2C(=O)N([C@@H](C)CO)C[C@H]1C	0.3	-2.9
C[C@@H]1CN([C@@H](C)CO)C(=O)c2cc(C#C[C@@H](C)O)cnc2O[C@H]1CN(C)C(=O)CN(C)C	-5.7	8.0
Cc1ccc(-c2ccc3c(c2)O[C@@H](CN(C)C(=O)Nc2ccc(F)cc2)[C@@H](C)CN([C@@H](C)CO)S3(=O)=O)cc1	-1.9	-3.4

Part of the list above in order of molecular weight, high to low.
SMILES	IDH1 R132H inh	EZH2 inh
C[C@@H]1CCCCO[C@H](CN(C)C(=O)C2CCCCC2)[C@@H](C)CN([C@H](C)CO)C(=O)c2cc(NC(=O)NC3CCCCC3)ccc2O1	1.2	/
Cc1ccc(-c2ccc3c(c2)O[C@@H](CN(C)C(=O)Nc2ccc(F)cc2)[C@@H](C)CN([C@@H](C)CO)S3(=O)=O)cc1	-1.9	-3.4
COc1ccc(S(=O)(=O)N(C)C[C@H]2OCc3cn(nn3)CCCC(=O)N([C@@H](C)CO)C[C@H]2C)cc1	/	10.0
CO[C@H]1CN(C)C(=O)c2ccc(NS(C)(=O)=O)cc2OC[C@@H](C)N(S(C)(=O)=O)C[C@@H]1C	-0.2	-1.7
COc1cccc(NC(=O)N[C@@H]2CC[C@H](CC(=O)N3CCN(C)CC3)O[C@@H]2CO)c1	0.2	-9.2
COCCNC(=O)C[C@H]1C[C@@H]2c3cc(NC(=O)COC)ccc3O[C@@H]2[C@H](CO)O1	-1.0	9.3
C[C@@H](NC(=O)C[C@H]1CC[C@@H](NC(=O)C2CCC2)[C@@H](CO)O1)c1ccccc1	0.8	-16.4

(next part)
SMILES	IDH1 R132H inh	EZH2 inh
COc1ccccc1CNC(=O)C[C@H]1C[C@@H]2c3cc(NS(=O)(=O)c4ccc(F)cc4)ccc3O[C@@H]2[C@H](CO)O1	-0.5	0.3
COC(=O)CCCCCCC(=O)N/N=C/c1ccc(OCC(N)=O)cc1	0.2	-17.7
CCCC(=O)Nc1ccc2c(c1)OC[C@@H](C)N(C(=O)Cc1cccnc1)C[C@@H](C)[C@H](OC)CN(C)C2=O	0.2	4.9
Cc1noc(C)c1NC(=O)N(C)C[C@@H]1Oc2ccc(NC(=O)Nc3ccc4c(c3)OCO4)cc2C(=O)N([C@@H](C)CO)C[C@H]1C	-5.5	/
Cc1ccc(-c2ccc3c(c2)O[C@H](CN(C)C(=O)C2CCC2)[C@@H](C)CN([C@H](C)CO)S3(=O)=O)cc1	/	5.3
Cc1noc(C)c1NC(=O)N(C)C[C@H]1Oc2cc(C#CCC3CCCC3)ccc2S(=O)(=O)N([C@@H](C)CO)C[C@H]1C	/	-20.0
O=C(N/N=C/C1CCCCC1)c1ccccc1O	/	-7.8
C[C@H](CO)N1C[C@H](C)[C@@H](CN(C)Cc2ccc(Cl)c(Cl)c2)Oc2ccc(NC(=O)Cc3cn(C)c4ccccc34)cc2CC1=O	0.8	/
COCC(=O)Nc1ccc2c(c1)C(=O)N(C)C[C@H](OC)[C@H](C)CN(C)[C@@H](C)CO2	-0.5	0.8
Cc1ccc(S(=O)(=O)Nc2ccc3c(c2)C(=O)N([C@@H](C)CO)C[C@H](C)[C@H](CN(C)S(=O)(=O)c2cccs2)O3)cc1	0.7	/
C[C@@H]1CN([C@@H](C)CO)C(=O)c2cccc(NC(=O)c3cnccn3)c2O[C@H]1CN(C)C(=O)Nc1ccccc1	0.9	-10.0
CN(C(=O)CSc1nc(O)cc(=O)n1-c1ccccc1F)c1ccccc1	1.5	-3.7
CCCC(=O)Nc1ccc2c(c1)C(=O)N(C)C[C@@H](OC)[C@@H](C)CN(CC1CCOCC1)[C@H](C)CO2	-0.1	-3.3
C[C@@H]1CN([C@@H](C)CO)S(=O)(=O)c2ccc(C3=CCCCC3)cc2O[C@H]1CN(C)C(=O)c1ccccc1	1.3	3.9
C[C@@H]1CN([C@H](C)CO)S(=O)(=O)c2ccc(C3=CCCCC3)cc2O[C@H]1CN(C)S(=O)(=O)c1cn(C)cn1	-0.1	8.3
Cc1cc(CNC(=O)c2cc(-c3cccnc3)nc3ccc(Cl)cc23)nn1C	0.0	11.5
Cc1noc(C)c1S(=O)(=O)Nc1ccc2c(c1)C(=O)N([C@H](C)CO)C[C@H](C)[C@H](CN(C)C(=O)CCC(F)(F)F)OCCCC[C@H](C)O2	-2.4	/
Cc1c(C(=O)C2C(=O)C(=O)N(Cc3cccnc3)C2c2ccc(F)cc2)cnn1-c1ccccc1 (stereo not given)	0.5	-8.7
Cc1ccc(S(=O)(=O)N(C)C[C@@H]2Oc3cc(C#Cc4ccccc4)ccc3S(=O)(=O)N([C@H](C)CO)C[C@@H]2C)cc1	3.4	-11.0
COc1ccccc1CNc1nc2nc(C)cc(C)n2n1	8.7	2.8
C[C@@H]1CN([C@H](C)CO)C(=O)c2cc(-c3ccccc3F)cnc2O[C@H]1CN(C)C(=O)C1CCC1	-0.1	-15.7
C[C@@H]1CN([C@@H](C)CO)C(=O)c2cc(NS(=O)(=O)c3cn(C)cn3)ccc2O[C@@H]1CN(C)C(=O)NC1CCCCC1	3.3	/
CC(C)C#Cc1cnc2c(c1)C(=O)N([C@H](C)CO)C[C@H](C)[C@H](CN(C)C(=O)c1cccnc1)O2	-4.2	4.6
CCCNC(=O)N1C[C@H](C)[C@@H](OC)CN(C)C(=O)c2ccc(NC(=O)CCC)cc2OC[C@H]1C	0.1	1.9
COc1ccc(NC(=O)N(C)C[C@@H]2Oc3c(NC(=O)c4ccncc4)cccc3C(=O)N([C@H](C)CO)C[C@@H]2C)cc1	/	3.8
CCn1c(SCC(=O)Nc2ccc(C(C)=O)cc2)nnc1-c1cc(Br)ccc1O	0.3	-0.8
COCC(=O)Nc1ccc2c(c1)C(=O)N(C)C[C@H](OC)[C@@H](C)CN(CCc1ccccc1)[C@H](C)CO2	-0.2	-0.4
Cc1noc(C)c1S(=O)(=O)N(C)C[C@H]1OCc2ccccc2-c2ccccc2C(=O)N([C@@H](C)CO)C[C@@H]1C	-2.1	-4.9
COc1ccc(S(=O)(=O)N(C)C[C@@H]2Oc3c(NC(=O)C4CCCCC4)cccc3C(=O)N([C@@H](C)CO)C[C@H]2C)cc1	0.5	1.7
O=C(CSc1nnc(-c2ccc(Cl)cc2)n1-c1ccc(F)cc1)Nc1ccccc1F	0.1	-0.4
CC(Oc1ccc(C(C)(C)C)cc1)C(=O)NCc1ccccn1 (stereo not given)	-0.3	-5.7
C[C@H](CO)N1C[C@H](C)[C@@H](CN(C)S(=O)(=O)c2ccc(Cl)cc2)Oc2ccc(NC(=O)Cn3cnnn3)cc2C1=O	1.1	/
CC(=O)Nc1ccc(NC(=O)CSc2nnc3c4cc(Br)ccc4n(C)c3n2)cc1	-0.2	7.2
C[C@H]1CN([C@@H](C)CO)C(=O)Cc2cc(NS(=O)(=O)c3ccc(F)cc3)ccc2O[C@H]1CN(C)S(=O)(=O)c1ccc(Cl)cc1	0.1	/
CN(C)CC(=O)N[C@@H]1C=C[C@@H](CC(=O)NCc2ccc(Cl)cc2)O[C@@H]1CO	0.0	-10.9
C[C@@H]1CN([C@@H](C)CO)C(=O)c2cccc(NC(=O)c3nc4ccccc4s3)c2O[C@H]1CN(C)C(=O)Nc1cccc2ccccc12	0.2	/
C[C@@H]1CN([C@@H](C)CO)S(=O)(=O)c2ccc(-c3ccncc3)cc2O[C@H]1CN(C)Cc1ccc(Oc2ccccc2)cc1	7.6	-5.0
Cc1cc(N(CC(=O)O)S(C)(=O)=O)ccc1Br	-0.2	-15.4
CCC(Sc1nnc(-c2ccc(NC(C)=O)cc2)n1C)C(=O)Nc1ccc(Br)cc1 (stereo not given)	-0.2	-8.8
CC(C)NC(=O)N(C)C[C@@H]1Oc2ccc(NC(=O)Cc3ccccc3)cc2C(=O)N([C@@H](C)CO)C[C@H]1C	2.8	/
CO[C@H]1CN(C)C(=O)c2cc(NC(=O)c3cnccn3)ccc2OC[C@H](C)N(C(=O)C2CC2)C[C@@H]1C	-0.5	3.3
COc1ccc(-c2ccc3c(c2)O[C@@H](CN(C)C)[C@H](C)CN([C@@H](C)CO)S3(=O)=O)cc1	1.5	16.9
C[C@H]1CCCCO[C@@H](CN(C)CC2CCCCC2)[C@@H](C)CN([C@@H](C)CO)C(=O)c2cc(NC(=O)CCCN(C)C)ccc2O1	/	12.6
O=c1ccc2cc(O)c(O)cc2o1	3.7	-22.3
C[C@H](CO)N1C[C@H](C)[C@H](CN(C)C)Oc2ccc(NC(=O)C3CCCCC3)cc2CC1=O	0.2	-8.5
O=C(O)c1cc(Nc2nc(N3CCOCC3)nc(N3CCOCC3)n2)ccc1Cl	0.2	-0.5
O=C(CSc1ncnc2sc3c(c12)CCCC3)N1CCc2ccccc21	0.2	5.9
OCc1c[nH]c2ccccc12	-0.7	0.6
C[C@@H]1CN([C@H](C)CO)C(=O)Cc2cc(NC(=O)C3CCCCC3)ccc2O[C@H]1CN(C)Cc1ccc(Cl)c(Cl)c1	-0.1	/
C[C@H](CO)N1C[C@H](C)[C@H](CN(C)C)Oc2cc(C3=CCCCC3)ccc2S1(=O)=O	-0.2	7.8
COCC#Cc1ccc2c(c1)O[C@@H](CN(C)S(=O)(=O)c1cccc(OC)c1)[C@@H](C)CN([C@@H](C)CO)S2(=O)=O	-2.5	5.1
COc1ccc(NC(=O)N(C)C[C@@H]2OCCCC[C@H](C)Oc3ccc(NC(=O)Nc4ccc(F)cc4)cc3C(=O)N([C@H](C)CO)C[C@@H]2C)cc1	2.7	/
C[C@H](CO)N1C[C@H](C)[C@H](CN(C)Cc2ccncc2)OCCCC[C@H](C)Oc2ccc(NC(=O)Cc3ccccc3)cc2C1=O	5.6	-1.8
Cc1ccc(SCCNS(=O)(=O)c2ccc3c(c2)OCCO3)cc1	-0.5	/
C[C@@H]1CN([C@H](C)CO)C(=O)c2cc(NC(=O)Nc3ccccc3)ccc2O[C@@H](C)CCCCO[C@H]1CN(C)S(=O)(=O)c1ccc(Cl)cc1	1.6	/
Cc1ccc(S(=O)(=O)N[C@H]2C=C[C@H](CC(=O)NCCCN(C)C)O[C@H]2CO)cc1	-0.3	1.2
CNC[C@H]1OCc2ccccc2-c2c(n(C)c3ccccc23)C(=O)N([C@H](C)CO)C[C@H]1C	0.7	0.4
O=C(C[C@H]1C=C[C@@H](NC(=O)Nc2ccc3c(c2)OCO3)[C@H](CO)O1)NCc1ccccc1	0.2	10.3
Cc1ccc(S(=O)(=O)Nc2ccc3c(c2)C(=O)N([C@@H](C)CO)C[C@@H](C)[C@H](CN(C)C(=O)NC2CCCCC2)O3)cc1	/	5.3
CO[C@@H](CN(C)C(=O)c1cc(Cl)cc(Cl)c1)[C@H](C)CN(C(=O)Nc1ccc(F)cc1)[C@H](C)CO	0.0	-13.5
Cc1noc(C)c1S(=O)(=O)N(C)C[C@H]1Oc2ccc(NS(=O)(=O)c3ccc(F)cc3)cc2CC(=O)N([C@H](C)CO)C[C@@H]1C	1.7	/

By substructure: the entries above containing a thiophene ring, fused or not.
SMILES	IDH1 R132H inh	EZH2 inh
Cc1ccc(S(=O)(=O)Nc2ccc3c(c2)C(=O)N([C@@H](C)CO)C[C@H](C)[C@H](CN(C)S(=O)(=O)c2cccs2)O3)cc1	0.7	/
O=C(CSc1ncnc2sc3c(c12)CCCC3)N1CCc2ccccc21	0.2	5.9

Some of the compounds tested; the hit share may differ from the screen's.
